SMARCA2 activ: SMARCA2 function activation, primary screen; MG213 cells, MMTV-luciferase reporter, dexamethasone, overnight; activation, % at 9.1 µM; 370,000 compounds, 1% hits; in the data active = activation above about 7.8%;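 note: 0% = vehicle wells and 100% = reference activator wells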
DAX1 inh-1: inhibitors of human orphan nuclear receptor DAX1 (NR0B1). 340,000 compounds, 0.99% hits. AID 504766. inhibition, % at 6.75 µM. HEK293 Gal4-DAX1 luciferase reporter, luminescence. P51843;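 active = inhibition above the mean over all tested compounds plus 3 SD, cut at about 4.2% in these data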;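 note: 0% = DAX1-transfected cells with DMSO and 100% = empty-vector control cells with DMSO; inhibition shows as a rise in luminescence from relieved DAX1 repression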
Target sequence (P51843 207-470 limits assumed): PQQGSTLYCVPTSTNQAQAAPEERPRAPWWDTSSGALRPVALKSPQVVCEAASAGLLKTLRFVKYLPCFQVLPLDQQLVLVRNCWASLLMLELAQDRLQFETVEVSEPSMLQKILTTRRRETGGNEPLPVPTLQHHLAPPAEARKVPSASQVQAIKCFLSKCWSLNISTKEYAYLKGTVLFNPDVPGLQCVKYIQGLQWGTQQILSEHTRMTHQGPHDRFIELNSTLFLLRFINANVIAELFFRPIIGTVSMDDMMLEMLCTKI
hcDAF12 agonist: H. contortus DAF-12 activation, primary screen | activation, % at 6.8 µM | 370,000 compounds, 1.4% hits | HEK293 hcDAF-12 lit1-tk-luc reporter, luminescence; 0% DMSO, 100% Δ7-dafachronic acid;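 active = activation above the mean of all tested compounds plus 3 SD, cut at about 5.5% in these data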;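 note: 100% = response to 3 µM Δ7-dafachronic acid high control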
PLC-beta3 inh: blocks human PLC-beta3 enzyme activity; Purified PLC-beta3, fluorogenic substrate, fluorescence; inhibition, % at 12.2 µM; 370,000 compounds, 0.18% hits; AID 720704; in the data active = inhibition above about 11%;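 note: 0% = median of compound wells on plate and 100% = full blocker control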
GAA850 FXN act: frataxin GAA850 promoter activation. HEK293 lucGAA850 FXN promoter luciferase reporter, 24 h; percent of 10 µM SAHA response. activation, % at 6 µM. 360,000 compounds, 0.56% hits. AID 540364;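 active = activation above the average of all compounds screened plus 3 SD, cutoff fixed separately per campaign, cut at about 7.5% in these data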;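 note: 0% = DMSO wells and 100% = 10 µM SAHA wells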
ssDAF12 agonist: activators of S. stercoralis DAF-12 nuclear receptor | HEK293 ssDAF-12/GRIP1 lit1-tk-luc reporter, luminescence; % of 3 µM dafachronic acid response | 370,000 compounds, 1% hits | activation, % at 6.8 µM;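 active = activation above the mean over all tested compounds plus 3 SD, cut at about 0.9% in these data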;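 note: 0% = DMSO-only wells and 100% = 3 µM delta7-dafachronic acid wells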
hgDAF12 agonist: activates the H. glycines DAF-12 receptor ligand-binding domain; HEK293 GAL4-hgDAF12 UAS-luciferase reporter, agonist luminescence; normalized to butyrate control; activation, % at 6.8 µM; 370,000 compounds, 1.8% hits;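 active = activation above a cutoff set at the mean of all screened compounds plus 3 SD, cut at about 10% in these data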;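 note: 0% = DMSO wells and 100% = sodium butyrate wells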
PG9 Ab binder: PG9 antibody binding by small molecule; TR-FRET gp120-PG9 antibody binding; inhibition, % at 6.7 µM; 360,000 compounds, 0.43% hits; in the data active = inhibition above about 8.5%
sPLA2-III inh: Blocks human group III sPLA2 activity. Q9NZ20. QFRET BODIPY PC-A2 liposome hydrolysis, fluorescence. inhibition, % at 12.2 µM. 370,000 compounds, 0.56% hits;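 active = inhibition above mean plus 3 SD of compounds lying within the high and low control bounds, cut at about 19% in these data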;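 note: 0% = median of test compound wells and 100% = no enzyme DMSO wells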
Target sequence (Q9NZ20 whole entry, looked up): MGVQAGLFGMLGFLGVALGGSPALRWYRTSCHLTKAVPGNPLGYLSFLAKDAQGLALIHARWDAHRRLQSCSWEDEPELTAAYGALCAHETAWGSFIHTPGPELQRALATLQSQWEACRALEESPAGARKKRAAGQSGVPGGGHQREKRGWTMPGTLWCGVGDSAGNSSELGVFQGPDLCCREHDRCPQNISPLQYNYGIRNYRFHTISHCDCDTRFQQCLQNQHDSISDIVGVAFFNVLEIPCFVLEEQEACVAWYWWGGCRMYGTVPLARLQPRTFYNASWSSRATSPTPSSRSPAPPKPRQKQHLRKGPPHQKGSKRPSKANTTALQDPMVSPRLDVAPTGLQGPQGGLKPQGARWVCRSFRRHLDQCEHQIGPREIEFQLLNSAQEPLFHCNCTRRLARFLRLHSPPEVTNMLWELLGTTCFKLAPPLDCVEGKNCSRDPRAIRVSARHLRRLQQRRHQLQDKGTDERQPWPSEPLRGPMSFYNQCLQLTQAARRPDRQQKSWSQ
NR1D1 modulator: Rev-erb alpha (human) modulation. Rev-erbα–FITC-DNA binding, fluorescence polarization, 90 min. activity, % at 10 µM. 370,000 compounds, 0.79% hits;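 active = activity above about 14%, limit read from the data; passing the limit was not always enough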;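 note: 0% = DMSO wells with 35 nM protein and 100% = DMSO wells with 750 nM protein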
DAX1 inh-2: DAX1 (NR0B1) inhibition, primary screen | AID 652010 | HEK293T StAR-luciferase reporter, SF-1/DAX-1 repression relief | 370,000 compounds, 1.1% hits | inhibition, % at 6.8 µM;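 active = inhibition above the mean over all tested compounds plus 3 SD, cut at about 3.6% in these data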;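 note: 0% = DAX-1 cells with DMSO and 100% = cells lacking DAX-1 with DMSO; higher inhibition means more luminescence from relief of DAX-1 repression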
* hit, by the source's call; / = no result given.

Fields: SMARCA2 activ | DAX1 inh-1 | hcDAF12 agonist | PLC-beta3 inh | GAA850 FXN act | ssDAF12 agonist | hgDAF12 agonist | PG9 Ab binder | sPLA2-III inh | NR1D1 modulator | DAX1 inh-2
> CC1CCc2onc(C(=O)O)c2C1 (configuration not stated)
    -1 | 0.0 | -0.6 | 0 | 1.3 | -0.7 | -2.3 | -1.0 | 5 | 2 | 0.0
> NC(=S)N/N=C/c1ccc(-c2ccc(Cl)c(Cl)c2)o1
    2 | 1.0 | 7.1* | -43 | -4.5 | 1.4* | 5.6 | -2.9 | 10 | 1 | -1.1
> COc1ccc(CC(=O)NCCc2ccc(S(N)(=O)=O)cc2)cc1
    5 | 0.3 | -0.5 | 7 | -1.6 | -1.3 | 1.8 | 1.0 | 1 | -1 | 0.3
> C/C(=N\Nc1ccccc1)c1cc2ccccc2oc1=O
    4 | -0.5 | -1.3 | 0 | 4.4 | -1.2 | 1.0 | -0.9 | -2 | 1 | -0.3
> CCn1c(SCC(=O)N2CCN(c3ccccc3)CC2)nc2c([nH]c3ccccc32)c1=O
    -2 | 0.6 | 3.0 | -4 | 0.0 | 1.2* | 3.5 | 5.5 | 7 | -1 | -0.5
> O=C(CC(C(=O)N1CCc2ccccc21)n1ccnc1)NCC1CCCO1 (configuration not stated)
    0 | 0.7 | 4.0 | 3 | 0.5 | -0.6 | -0.2 | -0.7 | 4 | 4 | -0.2
> COc1cccc(NC(=O)CCSc2nnc3scc(-c4ccccc4)n23)c1
    0 | -2.1 | -3.6 | 6 | 0.7 | -2.2 | -2.0 | -0.8 | -4 | 2 | 0.7
> COc1ccc(NC(=O)c2ccc(NS(=O)(=O)c3c(C)noc3C)cc2)cc1OC
    6 | 0.2 | -0.9 | 2 | -0.8 | -1.0 | -1.2 | -2.2 | -5 | -3 | -0.5
> CCOC(=O)c1c(C)n(C)c2c1cc(OC(C)=O)c1ccccc12
    -2 | 0.7 | -0.5 | -3 | 2.0 | -1.1 | -1.3 | -1.5 | -2 | -3 | -0.3
> CCOc1ccc(Nc2oc(-c3ccco3)nc2C#N)cc1
    2 | -0.6 | -0.2 | -33 | -0.1 | -1.3 | 5.2 | -0.3 | 4 | 1 | -0.5
> COC(=O)c1ccc2c(=O)n(CCN3CCOCC3)c(SCC(=O)C(C)(C)C)nc2c1
    -1 | -0.5 | 0.0 | -4 | 1.7 | -0.2 | -2.3 | -0.5 | 2 | -7 | -0.1
> COc1cc(C(=O)NCCc2cc3c(OC)ccc(OC)c3[nH]c2=O)cc(OC)c1OC
    -1 | -1.3 | -0.7 | -206 | 2.0 | -1.9 | -0.8 | 2.1 | 12 | -1 | -1.0
> O=C(C(Cc1ccccc1)NS(=O)(=O)c1cccc2cccnc12)N1CCc2ccccc21 (configuration not stated)
    1 | 3.3 | 2.8 | -1 | 13* | 0.0 | 7.2 | -1.1 | -5 | -2 | 0.9
> COc1ccc(C(C)=O)cc1COC(=O)CNC(=O)c1ccc(F)cc1
    -1 | 0.2 | -0.8 | -2 | -0.5 | -1.0 | 2.3 | 1.6 | -4 | -6 | -0.1
> C=CCn1c(NC(=O)c2ccc(Br)o2)c(S(=O)(=O)c2ccccc2)c2nc3ccccc3nc21
    -1 | -1.1 | -0.1 | -150 | -0.5 | -1.7 | -3.9 | 4.3 | -13 | -2 | -0.1
> O=C(Nc1ccc2c(c1)OCO2)Oc1ccccc1
    0 | 2.0 | 1.1 | -7 | 3.1 | -0.7 | 6.7 | 0.3 | 7 | 7 | 1.2
> Cc1cccc(C(C)(C)C)c1OCCN1CCCC1
    0 | -0.2 | -0.9 | 3 | 1.2 | -0.9 | 0.3 | 0.1 | -3 | 9 | -0.1
> CC(=O)c1ccc(OC(C)C)c(CSC(=N)N)c1
    -6 | -0.7 | -1.5 | 12* | 3.0 | -1.3 | -1.4 | -1.7 | 8 | 2 | -0.7
> CC(=O)Nc1ccc(S(=O)(=O)NCc2nc(-c3ccccc3)no2)cc1
    1 | 1.9 | -0.1 | -3 | 3.9 | -1.5 | 0.8 | 2.1 | -1 | 2 | -0.3
> CCc1cccc(NS(=O)(=O)c2cccc3cccnc23)c1
    0 | -0.1 | -1.6 | 0 | 1.6 | -1.7 | -2.9 | -0.5 | -4 | -4 | -0.6
> Nc1ccc2c(c1)Cc1cc(Cl)c(Cl)cc1-2
    0 | 1.1 | 1.0 | -8 | 1.1 | -0.3 | 10 | 5.1 | 18 | -1 | -0.7
> COC(CNC(=O)[C@H](Cc1c[nH]c2ccccc12)NC1(C(=O)NCc2ccccc2)CCCCC1)OC
    / | / | -1.7 | 2 | / | -1.5 | -3.9 | / | -55 | -3 | /
> COc1ccccc1C(=O)NCCC(=O)N1CCN(S(=O)(=O)c2ccc(Cl)cc2)CC1
    -3 | 0.1 | -1.0 | -9 | 2.2 | -0.3 | 0.4 | -0.4 | 6 | 4 | -1.2
> COc1cc(CC(=O)Nc2ccc(S(=O)(=O)Nc3ncccn3)cc2)cc(OC)c1OC
    1 | 1.0 | -0.5 | -5 | -1.8 | -0.7 | -0.8 | -1.4 | -2 | 3 | 0.1
> O=C(CSc1nncs1)NC(=O)NCc1ccco1
    -4 | 0.2 | 1.0 | -6 | 1.3 | -0.8 | -3.1 | -0.1 | 3 | / | -0.6
> COCCNC(=O)C(c1cccs1)N(C(=O)Cn1nnc2ccccc21)c1cccc(C(C)=O)c1 (configuration not stated)
    -3 | 3.3 | -0.8 | -3 | -1.5 | -0.8 | -4.1 | -0.8 | -1 | -2 | -0.4
> CCOc1ccc(C2=CSC3=NCCN23)cc1
    -5 | 0.3 | 0.3 | -7 | 1.6 | -2.0 | -0.3 | 1.6 | 6 | -3 | -0.2
> O=C(Cc1ccccc1)NS(=O)(=O)c1ccccc1
    -1 | / | -0.2 | -1 | / | -1.2 | 3.8 | -0.6 | -1 | 0 | 0.6
> O=C(COC(=O)CCC(=O)c1cccs1)Nc1cccc(S(=O)(=O)N2CCOCC2)c1
    -2 | -1.8 | -1.8 | -2 | -0.1 | -1.1 | 3.2 | 0.2 | 0 | 2 | -0.5
> CCOC(=O)C1=C(COC(=O)[C@H](C)NS(=O)(=O)c2ccc(NC(C)=O)cc2)NC(=O)NC1C (some centres not stated)
    2 | -0.1 | 1.1 | -9 | 0.3 | -1.3 | 0.4 | 1.0 | 16 | 11 | -0.7
> NC(=O)Nc1ccc(C(=O)OCC(=O)Nc2cccc(S(=O)(=O)NC3=NCCCCC3)c2)cc1
    -6 | -1.7 | -0.6 | 4 | 2.0 | -1.4 | 2.2 | 0.2 | -9 | 8 | 1.0
> Cc1ccc(Cl)cc1N1CCN(C(=O)CN2C(=O)c3cccc4cccc2c34)CC1
    -2 | 1.4 | -0.7 | -68 | 1.5 | 0.1 | -1.5 | 0.0 | -3 | 4 | -0.7
> COc1ccc(C(=O)NNS(=O)(=O)c2ccc(OC)cc2)cc1
    -4 | 0.2 | 1.0 | 5 | 0.1 | 0.3 | -1.8 | -0.4 | -9 | 7 | 0.1
> CC(C)(C)n1nnnc1C(c1cccs1)N(Cc1cccnc1)Cc1ccco1 (configuration not stated)
    -2 | 0.3 | -1.6 | 2 | 1.0 | -1.1 | -0.2 | -1.6 | -9 | 1 | -1.4
> COc1cc(C(C)=O)ccc1OCC(=O)OCC(=O)c1cc(C)n(CC2CCCO2)c1C (configuration not stated)
    -3 | 1.0 | 0.3 | -8 | 1.9 | -1.5 | 0.4 | -2.2 | 12 | -4 | 0.5
> CCc1nc(SCC(=O)NCc2ccccc2)c2c(=O)n(C)c(=O)n(C)c2n1
    0 | 2.4 | -1.4 | 5 | -1.3 | -1.5 | -2.9 | -0.2 | -2 | 5 | -0.5
> Cc1cc(-c2ccc(C)c(S(=O)(=O)N3CCN(C(=O)c4ccco4)CC3)c2)on1
    0 | -0.6 | -1.2 | -8 | 1.0 | -1.2 | 1.9 | 0.0 | 4 | -7 | -0.1
> O=C1Nc2ccccc2N=C(c2ccccc2)C1Br (configuration not stated)
    1 | 0.3 | -0.4 | -20 | 2.1 | -0.5 | 7.0 | -0.8 | -5 | 5 | -0.1
> Cc1cc(N2CCN(S(=O)(=O)c3ccc(Cl)cc3)CC2)c2ccccc2n1
    -6 | -1.7 | -4.0 | -6 | 1.5 | -2.1 | -5.6 | -1.6 | -9 | -1 | -1.8
> COc1ccc(-c2[nH]ncc2[C@@H]2C[C@H]3CN(Cc4ccccc4C)C(=O)[C@]34CCCN24)cc1
    -3 | -0.7 | 1.5 | 4 | -2.0 | -2.2 | -1.3 | -2.8 | -1 | -5 | -0.2
> COc1ccc(-c2c3c(nc4sc(C(=O)Nc5ccccc5)c(N)c24)CCC3)cc1
    -4 | 2.2 | -0.8 | -93 | 3.1 | -1.5 | 0.5 | -0.6 | 1 | 2 | 1.1
> CC(=O)c1cnc2scnn2c1=O
    4 | -0.4 | 0.9 | -1 | 2.9 | -1.3 | -0.3 | -0.6 | 2 | 2 | -0.5
> CCOC(=O)C1CCCN(C(=O)c2cc(F)cc(F)c2)CC1 (configuration not stated)
    0 | / | 2.0 | 0 | 0.1 | -1.1 | -0.2 | -0.3 | -1 | -1 | -0.2
> S=C(Nc1ccc(Cl)c(Cl)c1)NC1CCN(Cc2ccccc2)CC1
    -1 | -2.0 | -3.3 | 2 | -5.3 | -1.4 | -2.0 | 0.4 | -23 | 3 | -1.5
> O=C(C[n+]1ccccc1)N1CCCc2ccccc21
    0 | -0.8 | 0.4 | 2 | -1.7 | -1.6 | -1.5 | -2.2 | -1 | 3 | 0.5
> COc1cc(OC)cc(N(C(=O)c2ccco2)C(C(=O)NC2CCCC2)c2ccc(N(C)C)cc2)c1 (configuration not stated)
    0 | -1.0 | -0.8 | 3 | 0.0 | -1.3 | 2.6 | -0.7 | 6 | 3 | -0.3
> CC1(C)CC(CCNS(=O)(=O)c2ccccc2)(c2ccccc2)CCO1 (configuration not stated)
    0 | -0.3 | -2.5 | 3 | 0.1 | -0.5 | -1.2 | -0.8 | -19 | -2 | 0.0
> CC(CNc1ccc(Cl)cc1)(CNc1ccc(Cl)cc1)[N+](=O)[O-]
    -1 | 0.5 | -0.1 | 2 | -0.8 | -1.4 | -3.5 | -0.2 | -4 | -3 | -0.3
> CCOc1ccc(S(=O)(=O)N2CCCC(C(=O)Nc3ccccc3)C2)cc1 (configuration not stated)
    -3 | -0.2 | -0.3 | -11 | 0.7 | -1.0 | -0.4 | -2.9 | -7 | 1 | 0.3
> Cc1ccc(CN2CCC[C@]3(N[C@H](c4ccccc4)[C@@H]4C(=O)N(Cc5ccccc5)C(=O)[C@@H]43)C2=O)cc1
    -2 | -0.3 | 1.1 | 0 | -5.0 | -1.5 | -0.5 | -1.4 | -9 | -2 | -1.5

Bioassay records: PubChem, several laboratories
